Compound activity (PubChem)
PAFAH1B3 inh: blocks human PAF acetylhydrolase 1B catalytic subunit 3; Q15102; recombinant PAFAH1B3, FP-rhodamine probe, fluorescence polarization; inhibition, % at 3.39 µM; 0.28% of 340,000 active;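 active means inhibition above the screen-wide average of all tested compounds plus 3 SD, cut at about 25% in these data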;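 further: 0% = enzyme with DMSO only and 100% = wells lacking PAFAH1B3 protein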
Target sequence (Q15102 whole entry, looked up): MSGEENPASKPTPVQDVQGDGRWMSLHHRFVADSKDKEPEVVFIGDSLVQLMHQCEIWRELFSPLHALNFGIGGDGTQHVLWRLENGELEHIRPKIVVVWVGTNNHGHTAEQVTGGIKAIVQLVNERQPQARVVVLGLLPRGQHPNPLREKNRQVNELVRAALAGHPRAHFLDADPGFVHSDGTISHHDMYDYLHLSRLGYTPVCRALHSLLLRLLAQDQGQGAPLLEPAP
LYPLA1 inh: blocks human lysophospholipase 1, a PME1 counter-screen. AID 2174. recombinant LYPLA1, FP-Rh probe fluorescence polarization. inhibition, % at 5.9 µM. 0.16% of 320,000 active. O75608;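 active means inhibition above the mean of all tested compounds plus 3 SD, set per campaign, cut at about 14% in these data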;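 further: inhibitors block serine hydrolase probe labeling of LYPLA1 so polarization falls; 0% = enzyme with DMSO and 100% = wells lacking LYPLA1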
PREPL inhibitor: inhibits the human prolyl oligopeptidase-like enzyme | recombinant PREPL, fluorescence polarization activity-based probe | inhibition, % at 5.96 µM | 0.68% of 320,000 active | AID 2751; in the data active means inhibition above about 43%;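 further: 0% = enzyme with DMSO and 100% = wells lacking enzyme; many of its hits are not listed in these tables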
PAD4 FP inh: inhibitors of human PAD4; Q9UM07; recombinant PAD4, RCA probe fluorescence polarization; inhibition, % at 6.36 µM; 0.41% of 330,000 active; AID 485272;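 active means percent inhibition above a cutoff equal to the mean of all tested compounds plus 3 SD, cut at about 15% in these data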;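 further: 0% = PAD4 with RCA probe and DMSO and 100% = probe without PAD4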
ZTA counter: counter-screen for EBNA-1 inhibitors: inhibitors of Epstein-Barr virus ZTA | inhibition, % at 11 µM | 0.15% of 320,000 active | ZTA-DNA binding, fluorescence polarization | AID 2234; in the data active means inhibition above about 33%
Target sequence (P03206 whole entry, looked up): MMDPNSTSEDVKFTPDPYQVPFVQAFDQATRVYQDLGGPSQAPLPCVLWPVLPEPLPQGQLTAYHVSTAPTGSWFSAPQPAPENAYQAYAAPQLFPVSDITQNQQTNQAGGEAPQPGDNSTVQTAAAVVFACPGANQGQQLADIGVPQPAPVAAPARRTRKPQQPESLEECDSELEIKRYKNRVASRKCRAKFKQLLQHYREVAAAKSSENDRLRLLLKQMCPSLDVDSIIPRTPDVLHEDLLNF
PAFAH2 inh: PAFAH2 (human) inhibition; inhibition, % at 3.39 µM; recombinant PAFAH2, FP-rhodamine activity probe, fluorescence polarization; Q99487; 0.99% of 340,000 active;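 active means inhibition above the mean over all tested compounds plus 3 SD, cut at about 30% in these data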;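 further: inhibitors block probe labeling of enzyme so polarization drops; 0% = enzyme with DMSO and 100% = wells lacking PAFAH2 protein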
GSTO1 inh: counter-screen for RBBP9 inhibitors: inhibitors of human GSTO1. AID 1974. P78417. 1.1% of 300,000 active. inhibition, % at 5.96 µM. recombinant GSTO1, activity-based probe fluorescence polarization;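 active means inhibition above the campaign mean inhibition plus 3 SD, cut at about 35% in these data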;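 further: 0% = GSTO1-1 with DMSO and 100% = wells lacking GSTO1-1 enzyme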
Target sequence (P78417 whole entry, looked up): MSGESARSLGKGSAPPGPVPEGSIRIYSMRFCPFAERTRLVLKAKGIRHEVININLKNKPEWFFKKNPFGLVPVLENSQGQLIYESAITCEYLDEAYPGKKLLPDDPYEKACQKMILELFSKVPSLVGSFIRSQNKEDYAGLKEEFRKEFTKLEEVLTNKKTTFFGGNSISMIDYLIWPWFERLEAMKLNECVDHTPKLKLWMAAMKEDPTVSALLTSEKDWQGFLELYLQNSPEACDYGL
LYPLA2 counter: blocks human lysophospholipase 2, a PME1 counter-screen. O95372. recombinant LYPLA2, FP-Rh probe fluorescence polarization. inhibition, % at 5.9 µM. AID 2177. 0.38% of 320,000 active;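 active means inhibition above the screen-wide mean plus 3 SD, limit set per campaign, cut at about 26% in these data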;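 further: 0% = LYPLA2 with DMSO and 100% = wells lacking LYPLA2 enzyme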
Target sequence (O95372 whole entry, looked up): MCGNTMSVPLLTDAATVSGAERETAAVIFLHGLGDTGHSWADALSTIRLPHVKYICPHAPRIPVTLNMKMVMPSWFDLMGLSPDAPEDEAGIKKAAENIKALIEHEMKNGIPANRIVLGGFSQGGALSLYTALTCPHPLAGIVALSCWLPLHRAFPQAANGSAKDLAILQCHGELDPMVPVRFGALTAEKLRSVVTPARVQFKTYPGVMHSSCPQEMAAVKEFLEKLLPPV
EBNA-1 inhibitor: blocks EBNA-1 binding to DNA; inhibition, % at 14.8 µM; 0.34% of 300,000 active; EBNA-1 DNA binding, fluorescence polarization; AID 1950; in the data active means inhibition above about 28%
The depositor's hits bear a star; nt = no result given; & = joins results of further samples; ! = not confirmed by another sample. Only part of the results is shown; rates above refer to the full screens.

SMILES	PAFAH1B3 inh	LYPLA1 inh	PREPL inhibitor	PAD4 FP inh	ZTA counter	PAFAH2 inh	GSTO1 inh	LYPLA2 counter	EBNA-1 inhibitor
O=C(Nc1c(F)cc(F)cc1F)c1cccn(Cc2ccccc2)c1=O	4	2	-6	-5	-5	1	1	6	-4
CCN1C(=O)NC(=O)/C(=C\c2ccc(N3CCOCC3)cc2OC)C1=O	nt	-3	-7	-11	-1	nt	8	-5	-4
CCc1nnc(NS(=O)(=O)c2ccc(N=Cc3c(O)n(-c4ccc(Cl)cc4)c(=O)[nH]c3=O)cc2)s1	4	3	6	-11	-4	4	-4	-1	5
O=C(c1ccc2c(c1)OCO2)C1CCCN(Cc2c(F)cccc2Cl)C1 (configuration not stated)	5	5	-7	-1	0	0	3	-4	6
CCOC(=O)c1cc(C)sc1/N=C/C1C(=O)NC(=S)NC1=O	-6	1	-5	-6	-10	-15	-12	-3	-15
COC(=NC1CCCC1)C(O)c1c[nH]c2ccccc12 (configuration not stated)	9	2	-3	-2	-6	8	1	1	5
CCN(CC)CCCC(C)N=C(c1ccccc1)c1c(O)n(C)c(=O)n(C)c1=O (configuration not stated)	3	0	13	3	0	1	0	0	6
COc1ccc(CC2C(=O)N(c3ccccc3)C(=O)N(c3ccccc3)C2=O)c(OC)c1	5	-2	-5	6	7	8	-7	-1	-6
COC(=O)C1CN(C#N)N(c2ccc(Cl)cc2)C12c1ccccc1-c1ccccc12 (configuration not stated)	16	-4	18	7	5	16	-15	-1	8
COc1ccn(C)c(=O)c1C#N	14	3	7	1	-8	6	-7	16	-3
COC(=O)C1=C(c2ccc(C(C)=O)cc2)C[C@@H]2CC[C@H]1N2C(=O)NC1CCCCC1	5	4	2	0	-13	12	nt	2	nt
CN1C(=O)C(O)N=C(c2ccccc2)c2ccccc21 (configuration not stated)	9	5	-41	2	-3	1	0	8	1
CN1CC(C(=O)c2ccc(F)cc2)C(c2ccc(F)cc2)C1 (configuration not stated)	2	-8	-9	-3	0	-6	4	-10	-7
COC(=O)C1=C(c2c(C)noc2C)C[C@@H]2CC[C@H]1N2C(=O)NCCNC(C)=O	1	-1	9	-4	-32	0	nt	1	nt
COc1ccc(CNCCc2c[nH]c3ccccc23)c(OC)c1OC	-1	-2	-5	-3	3	-3	3	2	-10
O=c1c2ccccc2nc(-c2ccc([N+](=O)[O-])cc2)n1-c1ccccc1	1	0	11	-7	-13	-5	0	-5	-4
O=P(Nc1ccccc1Cl)(c1ccccc1)c1nc2c(s1)CCCC2 (configuration not stated)	2	1	12	0	0	11	2	5	8
Cc1nn(Cc2ccccc2Cl)c(Cl)c1C(=O)OCC(=O)NC(=O)NC1CCCCC1	-2	-7	-3	-2	11	2	-1	-10	9
Cc1[nH]c2ccccc2c1C(=O)C(=O)N1CCC2(CC1)OCCO2	3	2	8	0	16	-5	10	6	8
Cc1ccccc1-n1c(-c2ccco2)nc2ccccc2c1=O	1	-2	-2	-6	-17	-2	-1	7	-3
COC(=O)c1c2[n+](cc3cc(OC)c(OC)cc13)CCc1cc(OC)c(OC)cc1-2	12	3	22	2	-18	12	16	0	-2
CC(C(N)=O)N1CC(c2ccc(Cl)cc2)CC1=O (configuration not stated)	-7	2	-5	1	2	-2	15	8	10
CCN1C(=O)NC(=O)/C(=C\c2cn(CC(=O)N3CCCCC3)c3ccccc23)C1=O	7	-4	-6	-2	3	1	5	-4	-2
CC(=O)c1ccc(OCC(=O)N2CCCC(N(C)Cc3ccccc3)C2)cc1 (configuration not stated)	19	1	2	-2	14	5	3	-6	2
C[N+]1([O-])[C@@H]2CC(OC(=O)[C@H](CO)c3ccccc3)C[C@H]1[C@@H]1O[C@@H]12 (some centres not stated)	6	-1	7	-3	11	2	1	0	-6

In a second layout: entries from further up
Fields: PAFAH1B3 inh, LYPLA1 inh, PREPL inhibitor, PAD4 FP inh, ZTA counter, PAFAH2 inh, GSTO1 inh, LYPLA2 counter, EBNA-1 inhibitor
> COC(=NC1CCCC1)C(O)c1c[nH]c2ccccc12 (configuration not stated)
→ 9, 2, -3, -2, -6, 8, 1, 1, 5
> O=c1c2ccccc2nc(-c2ccc([N+](=O)[O-])cc2)n1-c1ccccc1
→ 1, 0, 11, -7, -13, -5, 0, -5, -4
> O=C(Nc1c(F)cc(F)cc1F)c1cccn(Cc2ccccc2)c1=O
→ 4, 2, -6, -5, -5, 1, 1, 6, -4
> CC(=O)c1ccc(OCC(=O)N2CCCC(N(C)Cc3ccccc3)C2)cc1 (configuration not stated)
→ 19, 1, 2, -2, 14, 5, 3, -6, 2
> COc1ccc(CNCCc2c[nH]c3ccccc23)c(OC)c1OC
→ -1, -2, -5, -3, 3, -3, 3, 2, -10
> COC(=O)c1c2[n+](cc3cc(OC)c(OC)cc13)CCc1cc(OC)c(OC)cc1-2
→ 12, 3, 22, 2, -18, 12, 16, 0, -2
> CCOC(=O)c1cc(C)sc1/N=C/C1C(=O)NC(=S)NC1=O
→ -6, 1, -5, -6, -10, -15, -12, -3, -15

Back to the main list, starting 2 compounds before the break.
SMILES	PAFAH1B3 inh	LYPLA1 inh	PREPL inhibitor	PAD4 FP inh	ZTA counter	PAFAH2 inh	GSTO1 inh	LYPLA2 counter	EBNA-1 inhibitor
CC(=O)c1ccc(OCC(=O)N2CCCC(N(C)Cc3ccccc3)C2)cc1 (configuration not stated)	19	1	2	-2	14	5	3	-6	2
C[N+]1([O-])[C@@H]2CC(OC(=O)[C@H](CO)c3ccccc3)C[C@H]1[C@@H]1O[C@@H]12 (some centres not stated)	6	-1	7	-3	11	2	1	0	-6
CN(C)C1(CNC(=O)Nc2ccc(Cl)c(Cl)c2)CCCCC1	-4	-2	17	-1	12	4	4	-5	1
Clc1cccc(N2CCNCC2)n1	4	2	6	-2	10	1	-1	15	-2
O=C1NC(=O)N(c2ccc3c(c2)OCO3)C(=O)/C1=C\c1ccsc1	nt	0	2	3	17	nt	1	0	8
O=c1cc(CN2CC=C(c3ccccc3)CC2)c2c(ccc3ccccc32)o1	2	-4	-6	-3	8	-8	-3	-9	6
CCC(=NCc1ccco1)c1c(O)n(-c2ccccc2)c(=O)[nH]c1=O	2	2	5	-6	8	-1	-1	-1	-4
O=C(O)c1ccccc1NC(=O)C1C2CCC(O2)C1C(=O)O (configuration not stated)	nt	4	-4	0	-8	nt	5	0	6
O=c1[nH]c(=O)n(-c2ccccc2)c(O)c1N=Nc1ccc(Br)cc1	-4	3	-5	5	-4	3	-8	5	-1
CC[N+](CC)(CC)CCCOC(=O)C(O)(c1ccccc1)C1CCCCC1 (configuration not stated)	-1	2	13	3	17	0	1	2	9
COC(=O)C1=C(c2ccc(OC(F)(F)F)cc2)C[C@@H]2CC[C@H]1N2C(=O)NC(C)C	10	2	3	4	18	4	nt	2	nt
O=C1CC(=O)N(c2cccc(F)c2)C(=O)N1	10	-1	0	0	-1	2	5	7	0
Cc1ccc(NP(=O)(Oc2ccccc2F)Oc2ccccc2F)cc1	11	1	6	-3	-6	1	5	-2	-1
O=C(CCc1ccc(O)cc1)N1C[C@H]2C[C@@H](C1)c1cccc(=O)n1C2	2	3	4	-1	-4	11	0	4	-2
C[C@H]1CC2C3CC=C4C[C@@H](O)CC[C@]4(C)C3CC[C@]2(C)[C@H]1O (some centres not stated)	2	nt	10	3	nt	0	nt	nt	nt
Cc1cccc(C#N)c1	1	-2	14	-5	2	2	nt	-4	nt
Nc1nnc(CCN2CCCCC2)s1	-5	-1	-3	-4	12	-4	-4	0	6
Cc1cc(Cl)ccc1C(=O)C1CCCN(Cc2ccon2)C1 (configuration not stated)	-4	1	-4	-9	-3	-2	2	5	-1
COc1ccc(CCNCc2ccc(SC)cc2)cc1	nt	1	-29	1	-7	nt	1	-1	-6
CC(=O)O[C@@H]1[C@H]2CC[C@@H]3[C@]1(C[C@@H](OC(C)=O)[C@@]1(O)C([C@@H]4O[C@@H]4C1(C)C)[C@]3(C)O)C[C@@]2(C)O (some centres not stated)	0	2	5	-1	-2	0	6	-4	-1
CCCCOc1ccc(CC2C(=O)N(C)C(=O)N(C)C2=O)cc1	5	2	-2	-3	-4	-3	20	-2	-7
O=C(NC1CC2CCCC(C1)N2)c1ccccc1 (configuration not stated)	11	3	5	2	-1	-1	2	3	-7
Cc1ccc2c(c1)N(C(=O)CCC(=O)N1CCC3(CC1)OCCO3)CCO2	2	-2	0	2	-1	2	-2	1	4
Cc1ccc(N)c(N)c1	-2	-1	-1	-6	-6	11	nt	3	nt
Cc1cc(C(=O)Nc2ccccc2)nn1C(C)(C)C	6	-1	-5	3	2	-2	7	0	-5
O=c1c2ccccc2nc(/C=C/c2ccc(F)cc2)n1-c1ccccn1	nt	2	-5	-1	-1	nt	7	3	-13
O=C(CCN1CCCCC1)Nc1ccc(Cl)cc1C(=O)c1ccccc1	10	-1	23	1	8	7	2	-2	-11
SMILES	PAFAH1B3 inh	LYPLA1 inh	PREPL inhibitor	PAD4 FP inh	ZTA counter	PAFAH2 inh	GSTO1 inh	LYPLA2 counter	EBNA-1 inhibitor
Cc1ccc(Cn2c(C)c3cnn(CC(=O)N4CCC5(CC4)OCCO5)c(=O)c3c2C)cc1	-2	1	9	1	-5	-3	3	10	-9
CN(C)[C@@H]1C(=O)C(C(N)=O)=C(O)[C@@]2(O)C(=O)C3=C(O)c4c(O)cccc4[C@@](C)(O)[C@H]3[C@H](O)[C@@H]12	57*	-3&-7&-6	21&21&6	-4&1&1	8&22&18	64*	61*	4&7&-15	30*!
Cc1c(N=Cc2c(O)n(Cc3ccco3)c(=O)[nH]c2=O)c(=O)n(-c2ccccc2)n1C	5	-4	23	-2	5	2	-5	0	3
C=CCN1CC[C@]23c4c5ccc(O)c4OC2C(O)C=CC3[C@H]1C5 (some centres not stated)	8	nt	-7	-4	nt	2	nt	nt	nt
O=C(CNS(=O)(=O)c1ccc(Br)s1)N1CCC2(CC1)OCCO2	8	0	0	3	-7	36*	2	4	0
CCOCCCn1c(N)c(C(=O)Nc2sc3c(c2C(=O)OC)CCCC3)c2nc3ccccc3nc21	52*	-1	-4	1	-11	35*	1	-1	10
CCOc1ccc(N2C(=O)NC(=O)/C(=C\c3ccccc3[N+](=O)[O-])C2=O)cc1	9	3	-4	-7	5	-2	-1	0	-5
Cc1cccc(-n2c(O)c(/C=N/N3CCOCC3)c(=O)[nH]c2=S)c1	7	-2	-5	-19	2	0	-2	-7	1
CCN1CCN(c2nc3c(c(=O)[nH]2)CCC3)CC1	8	5	5	-1	0	2	5	1	0

Molecules shown so far with a cyano group, in the order listed:
SMILES	PAFAH1B3 inh	LYPLA1 inh	PREPL inhibitor	PAD4 FP inh	ZTA counter	PAFAH2 inh	GSTO1 inh	LYPLA2 counter	EBNA-1 inhibitor
COC(=O)C1CN(C#N)N(c2ccc(Cl)cc2)C12c1ccccc1-c1ccccc12 (configuration not stated)	16	-4	18	7	5	16	-15	-1	8
COc1ccn(C)c(=O)c1C#N	14	3	7	1	-8	6	-7	16	-3
Cc1cccc(C#N)c1	1	-2	14	-5	2	2	nt	-4	nt

Some entries already given, limited to EBNA-1 inhibitor, LYPLA2 counter and PAD4 FP inh:
mol,EBNA-1 inhibitor,LYPLA2 counter,PAD4 FP inh
C=CCN1CC[C@]23c4c5ccc(O)c4OC2C(O)C=CC3[C@H]1C5 (some centres not stated),nt,nt,-4
O=C(CNS(=O)(=O)c1ccc(Br)s1)N1CCC2(CC1)OCCO2,0,4,3
